TAG inh – inhibitors of triacylglycerol accumulation | AID 651582 | H9c2 cells, Nile Red lipid (TAG) fluorescence; cells loaded with 200 µM oleic acid | inhibition, % at 12.5 µM | 0.66% of 230,000 active;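 active = pattern-corrected inhibition of lipid staining of at least 50% with the nuclear-stain viability signal not falling by more than 50%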;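 also: 0% = DMSO wells and 100% = triacsin C control wells; some results filed as inactive read as strong as hits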
TAG inh DAPI viability – also measured in TAG inh; calls as there; DAPI nuclei signal change (viability), lower = more cytotoxic, %;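 whole-well DAPI fluorescence read on a plate reader as a viability signal; minus 50 percent equals half of cells still viable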
* marks the source's active call; other numbers are inactive results. An excerpt. The share of hits here may be higher or lower than overall.

Cc1ccc(NC(=S)NNC(=S)NC2CCCCC2)cc1 was read as TAG inh -3 and TAG inh DAPI viability 1.
`CC(C)Oc1cccc(C(=O)C2CCCN(Cc3cccn3-c3cccnc3)C2)c1` (stereo not given) gave TAG inh -27 and TAG inh DAPI viability -4.
Screening O=C(Nc1ccc(N2CCOCC2)c(Cl)c1)c1cccnc1 returned TAG inh -9 and TAG inh DAPI viability 6.
Screening COC(=O)[C@]1(CC(C)C)N[C@H](c2ccc(-c3ccc(C(C)=O)cc3)cc2)[C@@H]2C(=O)N(C)C(=O)[C@@H]21 returned TAG inh 3 and TAG inh DAPI viability 3.
COc1ccc(CCN(C)CCc2ccc(OC)c(OC)c2)cc1OC was read as TAG inh 10 and TAG inh DAPI viability 5.
Screening CC(NC(=O)C1=CC=CN2CCS(=O)(=O)N=C12)c1ccc(Cl)c(Cl)c1 (stereo not given) returned TAG inh 18 and TAG inh DAPI viability -15.
For O=C(O)c1ccc(-n2cccn2)nc1 the results were TAG inh 0 and TAG inh DAPI viability 12.
For C=CCn1c(-c2ccc(OC)c(OC)c2)n[nH]c1=S the results were TAG inh -6 and TAG inh DAPI viability 8.
`CN(C)CCn1c2c(c(SCC(=O)N3CCc4ccccc43)nc1=O)CCCC2` gave TAG inh 23 and TAG inh DAPI viability -1.
For COc1cccc(C(O)c2nc(-c3cccc(C#N)c3)cs2)c1 (stereo not given) the results were TAG inh -22 and TAG inh DAPI viability -8.
`CCN(CC)S(=O)(=O)c1ccc2oc(C(=O)N3CCOCC3)c(C)c2c1` gave TAG inh -14 and TAG inh DAPI viability 7.
COc1ccc(S(=O)(=O)N2CCC(C(=O)NCc3ccco3)CC2)cc1 was read as TAG inh -8 and TAG inh DAPI viability 5.
`O=C(CCCn1c(=S)[nH]c2ccccc2c1=O)N1CCN(c2cccc(Cl)c2)CC1` gave TAG inh 25 and TAG inh DAPI viability 22.
Brc1ccc(-c2nnc3sc(CN4CCc5ccccc5C4)cn23)cc1 was read as TAG inh -9 and TAG inh DAPI viability -6.
CCOC(=O)C(C)N1N=C(/C=C/c2ccc(OC)cc2)CCC1=O (stereo not given) was read as TAG inh -5 and TAG inh DAPI viability -7.
`Nc1ncc(-c2ccc(F)cc2)nc1N1CCN(CCO)CC1` gave TAG inh 14 and TAG inh DAPI viability 46.
`N#C/C(=C\c1ccc(-c2ccc(C(=O)O)cc2)o1)c1nc2ccccc2[nH]1` gave TAG inh 5 and TAG inh DAPI viability -2.
Screening Clc1ccc2[nH]c3c(c2c1)CCc1cn[nH]c1-3 returned TAG inh 0 and TAG inh DAPI viability -3.
Screening CN(CC(=O)Nc1ccc(Cl)c(C(F)(F)F)c1)C(=O)C1(c2ccccc2)CC1 returned TAG inh -8 and TAG inh DAPI viability -10.
`O=C(CN1CCOc2ccccc21)NCc1ccc(Cl)cc1` gave TAG inh -16 and TAG inh DAPI viability 3.
For Cc1cc(C)cc(C(=O)NCC(=O)OCC(=O)N(C)c2ccccc2)c1 the results were TAG inh -1 and TAG inh DAPI viability -8.
`C#CCNC(=O)C1=C[C@@H](c2ccccc2)[C@H](CCCO)[C@@H](OCC)O1` gave TAG inh 14 and TAG inh DAPI viability -5.
For COCCNC(=S)NNC(=O)c1cc(C2CC2)nc2ccccc12 the results were TAG inh 11 and TAG inh DAPI viability 2.
O=c1c(Cc2ccccc2)c(O)ccn1Cc1ccco1 was read as TAG inh 8 and TAG inh DAPI viability 2.
`CCN1C(=O)CC(N2CCC(C(=O)OC)CC2)C1=O` (stereo not given) gave TAG inh 4 and TAG inh DAPI viability -5.
For CCOc1ccc(CNC(=O)CCS(=O)(=O)Cc2ccc(C)cc2)cc1OC the results were TAG inh 23 and TAG inh DAPI viability -14.
Screening CNc1cccccc1=S returned TAG inh -10 and TAG inh DAPI viability 6.
Screening COc1cccc(NC(=O)COC(=O)CCC2CCCC2)c1 returned TAG inh -3 and TAG inh DAPI viability 4.
CC(=O)C1=C(O)C(=O)N(CC#N)C1c1cccs1 (stereo not given) was read as TAG inh -3 and TAG inh DAPI viability 3.
Cn1c(=O)c2c(ncn2CC(=O)N2CCCCCC2)n(C)c1=O was read as TAG inh 10 and TAG inh DAPI viability 1.
Screening CSc1ncnc2[nH]ccc12 returned TAG inh -24 and TAG inh DAPI viability 6.
`CC(Cc1ccsc1)NC(=O)CCc1nnc(COc2ccccc2)o1` (stereo not given) gave TAG inh 12 and TAG inh DAPI viability 2.
`COc1ccc(-c2cc(C(=O)OCC(=O)c3c(N)n(C)c(=O)n(C)c3=O)c3ccccc3n2)cc1` gave TAG inh 23 and TAG inh DAPI viability 15.
CC(=O)c1ccc(NC(=O)CCn2c(=O)oc3ccccc32)cc1 was read as TAG inh -11 and TAG inh DAPI viability 12.
For CCCc1cc(=O)[nH]c(SCC(=O)NCCCC(=O)OCC)n1 the results were TAG inh -21 and TAG inh DAPI viability 9.
`C[C@H](NC(=O)c1ccco1)C(=O)Nc1cc(S(=O)(=O)N2CCCC2)ccc1OCC(F)(F)F` gave TAG inh -23 and TAG inh DAPI viability 1.
`Cc1occc1C(=O)N/N=C/c1ccc(N(C)C)cc1` gave TAG inh 3 and TAG inh DAPI viability -3.
For O=C(Nc1ccc(F)cc1F)N1CCC(c2nc3ccccc3o2)CC1 the results were TAG inh -9 and TAG inh DAPI viability 2.
`COc1ccc(O)c(C(=O)c2cc(C#N)c(=O)n(-c3c(C)n(C)n(-c4ccccc4)c3=O)c2)c1` gave TAG inh 0 and TAG inh DAPI viability 0.
`CC1(C(=O)NS(=O)(=O)c2ccc(Cl)s2)CCN1C(=O)CCc1ccccc1` (stereo not given) gave TAG inh -1 and TAG inh DAPI viability 0.
`COc1ccccc1CNCC(=O)Nc1cc(S(=O)(=O)N2CCCCCC2)ccc1Cl` gave TAG inh -24 and TAG inh DAPI viability 15.
`Cc1[nH]nc2c1C(=O)CCC2` gave TAG inh -9 and TAG inh DAPI viability 3.
`CC(C)CN(C(=O)COC(=O)Cc1ccc(Cl)cc1)c1c(N)n(Cc2ccccc2)c(=O)[nH]c1=O` gave TAG inh -5 and TAG inh DAPI viability 3.
COc1ccccc1CNC(=O)c1cn(C)c2ccc(S(=O)(=O)N3CCCC3)cc2c1=O was read as TAG inh 19 and TAG inh DAPI viability -7.
`Cc1cc(OCC(=O)Nc2ncn[nH]2)ccc1Cl` gave TAG inh 12 and TAG inh DAPI viability -5.
Screening O=S(=O)(N/N=C/c1ccc2c(c1)OCO2)c1ccc(Br)cc1 returned TAG inh 3 and TAG inh DAPI viability -14.
For O=c1c2ccccc2ncn1CCCCOc1ccc(Br)cc1 the results were TAG inh -7 and TAG inh DAPI viability 2.
`Cc1ccc(OCCNC(=O)CCc2ccccc2)cc1C` gave TAG inh -6 and TAG inh DAPI viability 5.
For C=CC1=CCN(S(=O)C(C)(C)C)[C@@H]1CCO (stereo not given in full) the results were TAG inh 9 and TAG inh DAPI viability -6.
`CC(C(=O)NCc1ccccc1)N1C(=O)CN(C)C(=O)c2ccccc21` (stereo not given) gave TAG inh -15 and TAG inh DAPI viability 7.

14 entries already listed, ordered by length of the SMILES, highest first.
Screening COC(=O)[C@]1(CC(C)C)N[C@H](c2ccc(-c3ccc(C(C)=O)cc3)cc2)[C@@H]2C(=O)N(C)C(=O)[C@@H]21 returned TAG inh 3 and TAG inh DAPI viability 3.
`CC(C)CN(C(=O)COC(=O)Cc1ccc(Cl)cc1)c1c(N)n(Cc2ccccc2)c(=O)[nH]c1=O` gave TAG inh -5 and TAG inh DAPI viability 3.
`COc1ccc(-c2cc(C(=O)OCC(=O)c3c(N)n(C)c(=O)n(C)c3=O)c3ccccc3n2)cc1` gave TAG inh 23 and TAG inh DAPI viability 15.
`C[C@H](NC(=O)c1ccco1)C(=O)Nc1cc(S(=O)(=O)N2CCCC2)ccc1OCC(F)(F)F` gave TAG inh -23 and TAG inh DAPI viability 1.
`C#CCNC(=O)C1=C[C@@H](c2ccccc2)[C@H](CCCO)[C@@H](OCC)O1` gave TAG inh 14 and TAG inh DAPI viability -5.
`CC1(C(=O)NS(=O)(=O)c2ccc(Cl)s2)CCN1C(=O)CCc1ccccc1` (stereo not given) gave TAG inh -1 and TAG inh DAPI viability 0.
For O=C(Nc1ccc(F)cc1F)N1CCC(c2nc3ccccc3o2)CC1 the results were TAG inh -9 and TAG inh DAPI viability 2.
Cn1c(=O)c2c(ncn2CC(=O)N2CCCCCC2)n(C)c1=O was read as TAG inh 10 and TAG inh DAPI viability 1.
COc1ccc(CCN(C)CCc2ccc(OC)c(OC)c2)cc1OC was read as TAG inh 10 and TAG inh DAPI viability 5.
`Nc1ncc(-c2ccc(F)cc2)nc1N1CCN(CCO)CC1` gave TAG inh 14 and TAG inh DAPI viability 46.
For C=CCn1c(-c2ccc(OC)c(OC)c2)n[nH]c1=S the results were TAG inh -6 and TAG inh DAPI viability 8.
`O=C(CN1CCOc2ccccc21)NCc1ccc(Cl)cc1` gave TAG inh -16 and TAG inh DAPI viability 3.
Cc1ccc(NC(=S)NNC(=S)NC2CCCCC2)cc1 was read as TAG inh -3 and TAG inh DAPI viability 1.
`Cc1[nH]nc2c1C(=O)CCC2` gave TAG inh -9 and TAG inh DAPI viability 3.

Remaining list, next part:
`COc1ccc(NC(=O)CN(C)C(=O)Cc2c[nH]c3ccccc23)cc1` gave TAG inh 6 and TAG inh DAPI viability -2.
For Cn1c(=O)c(-c2ccccc2[N+](=O)[O-])c(Cl)c2ccccc21 the results were TAG inh -2 and TAG inh DAPI viability -7.
Screening O=C(C1CCC(=O)N1Cc1ccccc1Cl)N1CCN(c2cccc(Cl)c2)CC1 (stereo not given) returned TAG inh 13 and TAG inh DAPI viability -7.
For Cn1cccc1C(=O)NCC1CCCCC1 the results were TAG inh 11 and TAG inh DAPI viability -1.
COCCNC(=O)C1(C)CCCN(Cc2cccc(OC(=O)c3ccccc3)c2)C1 (stereo not given) was read as TAG inh 0 and TAG inh DAPI viability 3.
Screening Cc1ccc(C2=[N+]([O-])C3(CCCCC/C3=N\O)N(O)C2(C)C)o1 (stereo not given) returned TAG inh 6 and TAG inh DAPI viability 0.
COc1ccc(C(=O)NCCc2nnc3ccc(SCC(=O)NCc4ccccc4)nn23)cc1 was read as TAG inh 3 and TAG inh DAPI viability 1.
For CCOC(=O)c1sc(=NC(=O)c2ccc(S(=O)(=O)N(C)c3ccccc3)cc2)n(C)c1C the results were TAG inh 4 and TAG inh DAPI viability 17.
`O=C(c1ccc(-n2cnnn2)cc1)N(C1CCCCC1)C1CCCCC1` gave TAG inh 0 and TAG inh DAPI viability -8.
For CCCc1nc2ccccc2c(C(=O)O)c1CC the results were TAG inh -21 and TAG inh DAPI viability 8.
CCc1c(C)nc2[nH]nc(-c3ccccc3)n2c1=O was read as TAG inh -16 and TAG inh DAPI viability 1.
For Oc1ccc(C[C@@H]2CNCCN2CCc2cccc(F)c2)cc1 the results were TAG inh -26 and TAG inh DAPI viability -4.
`CCCCn1c(N)c(N(CCC(C)C)C(=O)COC(=O)c2sccc2C)c(=O)[nH]c1=O` gave TAG inh -1 and TAG inh DAPI viability 2.
Screening N=C(N)c1ccc(OCCCCCOc2ccc(C(=N)N)cc2)cc1 returned TAG inh 7 and TAG inh DAPI viability 9.
Screening CCOc1ccc2nc(NS(=O)(=O)c3cccs3)sc2c1 returned TAG inh -13 and TAG inh DAPI viability 1.
`O=c1[nH]cncc1OCc1ccccc1` gave TAG inh -2 and TAG inh DAPI viability -1.
Screening CCN(CC)S(=O)(=O)c1ccc(C(=O)Nc2nnc(NC(=S)Nc3ccccc3)s2)cc1 returned TAG inh 36 and TAG inh DAPI viability -4.
c1ccc(-c2cc3ccccc3cn2)cc1 was read as TAG inh -7 and TAG inh DAPI viability 0.
For C=CCOc1ccc(C(=O)N(Cc2ccc(N(C)C)cc2)C2CCS(=O)(=O)C2)cc1 (stereo not given) the results were TAG inh 17 and TAG inh DAPI viability -11.
CC(C)CCN1CCN(Cc2cnc(N3CCCC3)s2)CC1CCO (stereo not given) was read as TAG inh 8 and TAG inh DAPI viability -4.
COc1cccc(NC(=O)CN(C)C(=O)c2cc(-c3ccccc3)nc3ccccc23)c1 was read as TAG inh 9 and TAG inh DAPI viability 1.
Cc1nc(N2CCN(Cc3ccccc3)CC2)nc2c1C(=O)CCC2 was read as TAG inh -3 and TAG inh DAPI viability -8.
`Cc1ccc(OCCN2C(=O)CSC2=O)cc1` gave TAG inh -20 and TAG inh DAPI viability 8.
`CSc1ncccc1C(=O)OCC(=O)NCc1ccccc1` gave TAG inh -6 and TAG inh DAPI viability -3.
CN(CC(=O)Nc1cc(S(=O)(=O)N2CCCC2)ccc1Cl)Cc1nc2ccccc2c(=O)[nH]1 was read as TAG inh -9 and TAG inh DAPI viability 0.
`O=[N+]([O-])c1cccc(-c2nnc(-c3ccccc3)o2)c1` gave TAG inh 18 and TAG inh DAPI viability -6.
Screening Cc1sc2nc3ccc(NCc4ccco4)nn3c(=O)c2c1C returned TAG inh 20 and TAG inh DAPI viability -2.
Cc1nn(C2CCS(=O)(=O)C2)c(Cl)c1/C=C/C(=O)OCC(N)=O (stereo not given) was read as TAG inh 6 and TAG inh DAPI viability -2.
`COc1cc([N+](=O)[O-])ccc1NC(=O)CN1CCCC1` gave TAG inh 4 and TAG inh DAPI viability 2.
`Cc1c(S(=O)(=O)N2CCCC(C(=O)O)C2)cnn1C` (stereo not given) gave TAG inh 5 and TAG inh DAPI viability -2.
`C(=NN1CCCCCC1)c1ccccc1` gave TAG inh -5 and TAG inh DAPI viability 0.
For CCOc1ccccc1C(=O)NC1CC2CCCC(C1)N2C1CC1 (stereo not given) the results were TAG inh -2 and TAG inh DAPI viability -6.
C=CCc1c(C)nc2ccc(C(=O)OCC)cc2c1Cl was read as TAG inh -15 and TAG inh DAPI viability 17.
`CCCN(CC1CC1)C(=O)COC(=O)c1ccc(CNS(=O)(=O)c2ccc(F)c(Cl)c2)cc1` gave TAG inh -9 and TAG inh DAPI viability -3.
Screening CCCC(=O)OC1CCS(=O)(=O)c2sccc21 (stereo not given) returned TAG inh -12 and TAG inh DAPI viability 7.
Screening COC(=O)C1=C(C)N(c2ccc(F)cc2)/C(=C/c2ccc(O)cc2)C1=O returned TAG inh -1 and TAG inh DAPI viability -4.
`CCC(=O)Nc1ccc(C(=O)CSc2nnc(-c3ccc(NS(=O)(=O)CC)cc3)o2)cc1OC` gave TAG inh 3 and TAG inh DAPI viability 2.

Screening data as filed in PubChem BioAssay.
